Screens as filed in PubChem.
NR2E3 ag-1 – NR2E3 agonists in two-hybrid cells, primary screen, cell-based, luminescence, CHO-S, Gal4-NCOR/VP16-NR2E3 | Photoreceptor-specific nuclear receptor (Homo sapiens), Q9Y5X4 | luciferase | inhibition of corepressor binding, % at 3.98 µM | 0.35% of 360,000 active | AID 602229, 2012;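 active = inhibition above the mean of all tested compounds plus 3 SD, cut at about 70% in these data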;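 note: 0% = DMSO with NR2E3 transfected cells and 100% = cells lacking NR2E3 construct; higher means lower luciferase signal from less NR2E3 corepressor binding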
Target sequence (Q9Y5X4 whole entry, looked up, the tested form may be a part): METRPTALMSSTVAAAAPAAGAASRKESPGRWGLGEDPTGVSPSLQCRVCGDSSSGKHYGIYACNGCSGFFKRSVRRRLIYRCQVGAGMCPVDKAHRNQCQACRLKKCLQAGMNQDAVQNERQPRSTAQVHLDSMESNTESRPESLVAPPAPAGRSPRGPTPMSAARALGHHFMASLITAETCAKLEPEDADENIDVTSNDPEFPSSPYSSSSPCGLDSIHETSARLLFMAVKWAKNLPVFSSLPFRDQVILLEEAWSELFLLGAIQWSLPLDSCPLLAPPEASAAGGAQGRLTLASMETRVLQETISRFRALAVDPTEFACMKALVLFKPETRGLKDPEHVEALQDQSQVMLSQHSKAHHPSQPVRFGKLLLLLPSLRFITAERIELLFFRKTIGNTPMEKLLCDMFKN
m5-HT2A agonist – mouse Htr2a agonists via beta-arrestin recruitment, primary screen, cell-based, luminescence | 5-hydroxytryptamine receptor 2A (Mus musculus), P35363 | CHO-K1 mHTR2A beta-arrestin complementation; percent of 30 µM serotonin response | activation, % at 7.6 µM | 0.66% of 360,000 active | AID 624169, 2012;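 active = activation above a run cutoff, the mean activation of all tested compounds plus 3 SD, cut at about 14% in these data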;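 note: 0% = plate median of compound wells and 100% = 30 µM serotonin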
Peg3 promoter – Peg3 promoter-driven luciferase inhibitors, primary screen, cell-based, HeLa, luciferase luminescence; 1.7% of 360,000 active; AID 588405, 2011; inhibition, % at 20 µM; HeLa PEG-Prom luciferase reporter, overnight;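 active = inhibition of at least 50% at 20 µM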
TRPM1 prom inh – inhibitors of MITF-dependent TRPM1 promoter reporter, primary screen, cell-based, SK-MEL-5, single point, luciferase. inhibition, % at 12.5 µM. SK-MEL-5 TRPM1 promoter luciferase, 24 h. 0.83% of 330,000 active. AID 488899, 2010;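 active = mean inhibition across replicates of 60% or more, whatever share of single replicates reaches that level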; note: values of inactives mirror those of a sister screen read the other way
PDI turbidity – inhibitors of human PDI, primary screen, biochemical, turbidity, single point, plate reader; Protein disulfide-isomerase (Homo sapiens), P07237; PDI insulin aggregation turbidity, A650, 90 min; inhibition, % at 10 µM; 0.052% of 350,000 active; AID 588391, 2011;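 active = mean inhibition across replicates of 30% or more, whatever share of single replicates reach that level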;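 note: absorbance from insulin aggregation driven by PDI reduction with DTT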
Target sequence (P07237 whole entry, looked up): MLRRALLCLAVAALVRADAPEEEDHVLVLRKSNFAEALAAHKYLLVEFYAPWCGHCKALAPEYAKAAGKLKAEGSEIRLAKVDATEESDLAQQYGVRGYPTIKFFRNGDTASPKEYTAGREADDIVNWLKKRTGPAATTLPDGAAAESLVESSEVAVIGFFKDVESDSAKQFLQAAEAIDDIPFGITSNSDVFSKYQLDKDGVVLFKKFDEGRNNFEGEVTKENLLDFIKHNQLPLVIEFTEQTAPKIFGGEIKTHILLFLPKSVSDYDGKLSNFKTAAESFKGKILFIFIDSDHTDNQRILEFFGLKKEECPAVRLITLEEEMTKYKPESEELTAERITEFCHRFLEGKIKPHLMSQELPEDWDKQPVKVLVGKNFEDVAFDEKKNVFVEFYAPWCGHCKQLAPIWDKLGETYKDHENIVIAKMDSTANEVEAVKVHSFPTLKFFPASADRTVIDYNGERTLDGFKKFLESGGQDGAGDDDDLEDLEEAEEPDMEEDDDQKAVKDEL
NR2E3 ag-2 – inhibitors of NR2E3-RetCOR corepressor binding, primary screen, NR2E3 agonist project, biochemical, TR-FRET, GST-NR2E3, biotin-RetCOR; Photoreceptor-specific nuclear receptor (Homo sapiens), Q9Y5X4; inhibition of corepressor binding, % at 4.78 µM; AID 2300, 2010; 1536-well; 0.12% of 320,000 active;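 active = percent inhibition above the cutoff of mean plus 3 SD of all tested compounds, set per screening campaign, cut at about 20% in these data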;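 note: 0% = DMSO wells and 100% = biotin wells as full block of FRET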
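Material: NR2E3–RetCOR corepressor complex / Amount: 1.35 nM GST-NR2E3 / Medium: Tris pH 7.5 / Compound: single nominal compound dose of 4.8 µM / Incubation: 5 h at 4 °C / Technique: TR-FRET, Eu(K)-anti-GST donor, streptavidin-D2 acceptor, ex 340, em 617/671 nm / Read-out basis: percent loss of FRET ratio relative to control wells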
CaV13 FRET inh – Primary screen for inhibitors of IQ motif and Ca2+-dependent inactivation inhibitor domain binding in CACNA1D, Förster resonance energy transfer in living cells, …. HEK cells, CFP/YFP FRET ICDI-IQ, plate reader, 10 min; percent FRET-ratio fall versus neutral wells. inhibition, % at 12.3 µM. 0.098% of 340,000 active;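 active = mean replicate inhibition of at least 30% and at least 1% of replicates passing that level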;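 note: 0% = median of the neutral control wells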
Shn3 inh set2 – reduction of Shn3 3'UTR firefly luciferase signal, primary screen, Schnurri-3 inhibitor project, cell-based, Clone20 osteoblasts, set 2 | AID 588674, 2011 | 0.52% of 360,000 active | inhibition, % at 12.5 µM | Clone20 osteoblast Shn3 3'UTR firefly luciferase, 24 h;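 active = mean inhibition of at least 75% with every replicate also reaching 75%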;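 note: 0% = median of neutral control wells and 100% = pilot-screen positive control compound; some compounds past the cut are filed as inactive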
HIF-2a inh – HIF-2a reporter inhibitors, primary screen, luminescence, 786-0 RCC cells; inhibition, % at 18.8 µM; 0.72% of 360,000 active; 786-0 RCC cells HIF-2a reporter, luciferase luminescence, overnight;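 active = inhibition of the luminescence signal of 40% or more relative to plate controls, in a single-dose primary screen at 18.75 µM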
hiPSC survival – enhancers of single-cell hiPSC survival, primary screen, ATPlite luminescence. 100% = ROCK inhibitor wells, 0% = DMSO. survival enhancement, % at 20 µM. 0.044% of 360,000 active. AID 602274, 2012; in the data active = survival enhancement above about 18%;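 note: cells exposed to compounds for 16 hours before the ATP read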
Cardio protect – cardioprotection against H2O2-induced cell death, primary screen, uHTS, H9c2 cells, ATPLite luminescence; H9c2 cardiomyocytes, H2O2 injury protection, 2 h; protection from H2O2 cell death, % at 20 µM; AID 588492, 2011; 0.63% of 360,000 active;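 active = compounds giving at least 50% protection of heart cells from peroxide-induced death in the single-dose screen, raw or plate-pattern-corrected value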;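 note: 0% = DMSO wells with peroxide and 100% = DMSO wells without peroxide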
The depositor's hits bear a star; x = no result given. Rows were taken by chance; about 3.9% have a hit in one of these screens.

SMILES	NR2E3 ag-1	m5-HT2A agonist	Peg3 promoter	TRPM1 prom inh	PDI turbidity	NR2E3 ag-2	CaV13 FRET inh	Shn3 inh set2	HIF-2a inh	hiPSC survival	Cardio protect
Cc1cc2oc(=O)cc(CN3CCN(Cc4ccccc4)CC3)c2cc1C	-5	-6	17	-8	-19	x	-18	8	6	-0.5	7
NC(=O)CC(NC(=O)Cc1ccc(Br)cc1)c1ccc(NC2CCCCCCC2)c([N+](=O)[O-])c1 (centres undefined)	-12	8	23	-6	-6	x	-12	-4	3	-2.1	-6
COCCNS(=O)(=O)c1ccc2c3c(cccc13)C(=O)N2C	-17	0	-6	8	0	8	-91	-9	-5	-0.6	1
CC(C)(O)P(C)(=O)c1ccccc1 (centres undefined)	19	0	16	-6	12	4	x	1	19	-3.8	-8
COC(=O)CC1C(=O)NCCN1C(=O)c1cc(OC)c(OC)cc1OC (centres undefined)	-36	-4	-27	-11	6	-1	-19	0	21	0.9	5
Cc1nn(-c2ccccc2)c(=S)c2ccccc12	10	-1	8	-1	-2	0	-7	12	10	-1.3	1
Cc1cccc(CC(=O)NCCN2CCOCC2)c1	11	3	3	5	-7	2	-5	-1	16	-0.7	3
COc1ccc(NC(=O)CSc2nnc(C3CCCCC3)o2)c(OC)c1	-15	1	-16	1	-3	-1	x	6	-7	-4.0	-1
CCOC(=O)c1[nH]c2ccc(OC)cc2c1NC(=S)N1CCN(c2ccccc2OC)CC1	-55	-1	35	27	6	1	-15	-4	-1	-0.6	14
Fc1ccc(Cn2nnnc2CN2CCc3ccccc3C2)cc1	2	-8	18	-12	4	2	-7	1	23	1.6	0
COc1cc(/C=C2\SC(=S)N(Nc3ccccc3)C2=O)cc(OC)c1OC	-11	-4	-6	6	-11	-2	-3	15	0	1.2	2
O=C(OCCSCCOC(=O)C1CC=CCC1)C1CC=CCC1 (centres undefined)	0	1	-20	0	4	x	-6	10	0	-4.0	0
CCCCCCSc1nsc(NC(=O)CCC)n1	-32	6	-158	-20	7	-2	-20	-26	-173	-2.6	-21
O=C(NCCCN1CCOCC1)C(=O)N/N=C/c1c2ccccc2cc2ccccc12	17	-8	70*	21	5	-6	-10	13	33	0.7	6
CC1(c2nnnn2-c2ccc3c(c2)OCCO3)CCC(=O)N1CCCN1CCOCC1 (centres undefined)	-23	-2	x	x	x	x	-6	x	7	-0.1	x
COC(=O)C1=C(C)NC(=O)/C1=C\c1cc(C)n(-c2ccccc2C)c1C	9	0	12	5	10	0	0	-1	9	1.8	14
COc1cc(NC(=O)c2ccc(C)cc2)c(OC)cc1NC(=O)CN1CCCCC1	-32	-2	-6	-2	2	0	x	15	-4	-1.4	8
COc1ccc(N2CC(C(=O)OCC(=O)Nc3ccccc3C)CC2=O)cc1 (centres undefined)	-16	1	8	8	2	1	-6	1	13	0.3	0
C[C@H](CO)N1C[C@H](C)[C@@H](CN(C)C(=O)NC2CCCCC2)Oc2c(NC(=O)Nc3ccccc3)cccc2C1=O	-2	-6	-10	1	-1	x	-6	-16	3	2.8	14
Cc1cc(C)n(CC(=O)NC2CCCc3c2cnn3-c2ccc(C)c(C)c2)n1 (centres undefined)	-58	-3	-133	-33	-2	2	-3	-32	-134	2.5	2
CC(C)COc1cccc(C(=O)Nc2ccc(CN3CCOCC3)cc2)c1	4	-6	-24	7	3	2	-5	9	-25	-0.6	-4
COc1cc(C)c(N)cc1C(C)C	-15	-2	-4	4	0	-1	x	3	2	-0.9	1
CN(C)c1cccc(C(=O)NNC(=O)C23CC4CC(CC(C4)C2)C3)c1	-31	0	-132	-41	0	x	-2	-65	-10	2.6	-1
C/C(=N\NC(=O)c1nonc1N)c1cccs1	-32	2	-40	-6	-3	1	-5	-8	-79	3.8	-2
O=C(NCc1cccs1)C1CC(O)CN1C(=O)Nc1ccccc1 (centres undefined)	-1	-5	19	2	-7	4	-2	-8	10	-0.5	-2
CCc1cccc(CC)c1NC(=O)Cn1c(-c2ccc(F)cc2)noc1=O	-21	0	4	-10	6	2	-1	2	6	2.4	7
CC(=O)c1ccc(Nc2cc(C)nc3ncnn23)cc1	-14	-2	9	1	2	5	-2	-9	20	-0.6	2
COc1ccc(C2CCCCC2SCC(=O)O)cc1OC (centres undefined)	10	10	5	x	-4	x	-6	66	5	5.2	0
O=C(c1ccncc1)N1CCN(S(=O)(=O)c2ccc3ccccc3c2)CC1	-24	2	6	-7	2	0	-20	16	14	0.7	-3
Cc1ccc(S(=O)(=O)N2CCN(C(=O)CSc3ccccn3)CC2)c(C)c1	8	5	-14	-13	-5	-2	-8	10	9	1.2	-2
Cc1cccc(OCc2nnc(SCC(=O)Nc3sc(C)c(C)c3C#N)n2C)c1	-18	-2	24	4	-12	5	-5	3	17	2.9	-4
COc1ccc(CN(C(=O)c2oc3ccccc3c2C)C2CCS(=O)(=O)C2)cc1 (centres undefined)	-9	-1	26	1	-14	2	-2	9	13	-1.7	9
Cc1ccc(C)c(OCCC(=O)NCCc2ccc(Cl)cc2)c1	6	-6	3	1	-5	0	-3	3	-6	-0.1	-2
CCCN1CCc2c(sc(NC(=O)Cc3ccc(F)cc3)c2C(N)=O)C1	13	-7	10	-23	-5	-1	1	10	-9	0.2	0
Cc1nc(C)c(-c2ccc(SCC(=O)Nc3cccc(Cl)c3)nn2)s1	-38	13	1	-3	9	-13	-8	39	-27	-0.1	-9
Cc1ccc(CN2CCN(Cc3cccc4c3OCO4)CC2CCO)cc1 (centres undefined)	-32	-6	-7	3	-4	-3	-5	-4	10	-0.6	4
C/C(=N\NC(=O)c1nn(C)cc1Br)c1ccncc1	-43	3	-6	-6	-6	-3	-5	-19	-27	0.3	-7
COc1cc(S(=O)(=O)NC2CCCC2)ccc1Cl	-23	-2	11	-6	0	5	-6	-8	11	-2.9	-12
CC1(C)CC(=O)C(CC(=O)N2CCC(Cc3ccccc3)CC2)C(=O)C1	3	3	-9	1	0	-2	-4	0	10	-1.6	-10
CCOc1ccc(/C=N/Nc2ccccn2)cc1	-125	-2	-222	-50	-10	5	-5	-79	-177	-2.2	-14
Cc1ccnc(NC(=O)CCc2c(C)nc3ncnn3c2C)c1	-5	-2	4	3	-2	1	-6	-11	9	0.3	2
NC(=O)c1ccc(/C(N)=N/S(=O)(=O)c2cc(C(F)(F)F)cc(C(F)(F)F)c2)cc1	-32	-5	19	x	0	1	-1	11	20	3.0	-4
COc1cc2c(cc1NC(=O)C(c1ccccc1)c1ccccc1)CCCC2	-18	-4	-23	-6	-1	0	-2	32	-36	-1.0	-27
COc1ccc(OC(=O)N2CCOCC2)cc1	-21	2	-28	-5	-6	-2	-2	-25	-36	0.3	1
COc1ccc(Oc2ccc(C(F)(F)F)cc2NC(=O)c2ccc(C)cc2)cc1	1	-3	18	9	0	-1	-5	x	15	0.3	-4
CCOc1ccc(CCNC(=O)Cn2nc(C)n3cccc3c2=O)cc1OCC	-3	-1	20	-4	-10	-1	x	-23	-1	-0.4	8
CC(=O)Oc1ccc2occ(C(=O)c3cccs3)c2c1	-96	-3	-241	-50	-2	-1	-5	-87	-280	-0.3	3
COC(=O)[C@@H](Cc1ccccc1)NC(=O)NCCc1ccc(OC)c(OC)c1	-13	-1	13	-6	-2	-1	-4	13	17	-0.5	4
COc1ccc(CCNC(=O)C2CCCN(c3nc4ccccc4s3)C2)cc1OC (centres undefined)	-55	-1	3	6	-2	-6	-4	18	12	-0.6	2
CC1(C)OC(=O)C(=CNn2cnc3ccccc3c2=O)C(=O)O1	-15	10	11	-4	-7	2	x	-24	-16	4.7	5

(listing goes on)
SMILES	NR2E3 ag-1	m5-HT2A agonist	Peg3 promoter	TRPM1 prom inh	PDI turbidity	NR2E3 ag-2	CaV13 FRET inh	Shn3 inh set2	HIF-2a inh	hiPSC survival	Cardio protect
CS(=O)(=O)c1ccc(NCCN2CCOCC2)c([N+](=O)[O-])c1	-4	5	3	7	-7	0	-4	-27	0	0.1	2
CC(=O)Oc1ccc(CCC(C)OC(C)=O)cc1 (centres undefined)	1	1	-1	4	10	-4	-7	17	2	2.9	-2
COc1ccc(C2C(C#N)=C(N)Oc3cc(O)ccc32)cc1 (centres undefined)	-26	-3	12	9	-4	x	-1	4	-4	-0.8	1
COc1cccc(CNC(=O)C2CCN(S(=O)(=O)N3CCC4(CC3)OCCO4)CC2)c1	8	6	-66	2	0	0	-5	14	11	1.4	-10
CC1(C)Oc2ccc3ccc(=O)oc3c2/C(=C/NC2CCCCC2)C1=O	-17	5	38	7	-10	-2	-2	1	24	-1.9	14
COc1cc(OC)cc(C(=O)NNC(=O)CCC(=O)c2cc(C)sc2C)c1	-26	-7	-1	10	2	x	-15	1	3	0.7	-9
COc1ccc(Cl)cc1N(C)C(=O)CCNC(=O)Cn1cnc2ccccc2c1=O	-4	3	-4	10	3	2	-7	-32	17	-0.5	-9
O=C(NCc1ccccc1)C12CC3CC(CC(C3)C1)C2	-17	-4	4	6	-4	3	-6	0	23	-1.4	1
Cc1c(OCC(=O)N[C@@H](Cc2c[nH]c3ccccc23)C(=O)O)ccc2c1oc(=O)c1ccccc12	-12	-1	-28	12	x	3	x	-10	14	-1.6	-2
CCCCC1C(=O)NN(c2ccccc2)C1=O (centres undefined)	15	-3	0	-7	-10	x	-2	-18	6	-0.2	5
CCOc1cc(C(=O)N/N=C/C(Br)=C/c2ccccc2)cc(OCC)c1OCC	4	-3	9	33	9	-3	-8	6	19	-1.7	1
CC(=O)N(c1ccc2oc(=O)sc2c1)S(=O)(=O)c1cccs1	-44	4	-4	4	25	-1	-3	-41	14	0.3	20
COc1cc(C(=O)Nc2c(C)cc(C)cc2C)c(Br)c(OC)c1OC	-25	-2	17	13	7	2	-3	-4	7	1.8	6
N#Cc1ccccc1OCC(=O)OCC(=O)NC1CCCC1	-25	3	-1	-2	8	1	-6	5	12	4.4	4
CC(=O)Nc1ccc(/C=N/NC(=S)NC(C)C)cc1	3	0	8	-11	1	-2	-2	13	3	0.4	-8
